# From PubChem BioAssay
# SKN-1 block = blocks SKN-1 activity in C. elegans; C. elegans VP596 Pgst-4::GFP/RFP ratio, acrylamide-induced, 24 h; inhibition, % at 21.8 µM; 360,000 tested, 0.49% active; AID 624304;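 active means interference check ratio from 0.5 to 1.5 plus GFP to RFP signal ratio inhibition reaching or exceeding a fixed threshold, cut at about 30% in these data, passing the limit was not always enough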; further: some compounds called inactive have numbers as strong as hits
# E coli Lon inh = E. coli protease La inhibition; 360,000 tested, 0.42% active; inhibition, % at 7.94 µM; AID 602123; purified E. coli Lon protease, fluorescence polarization; in the data active means inhibition above about 13%, passing the limit was not always enough;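 further: 0% = enzyme with probe and DMSO and 100% = no enzyme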
# MLLE-PAM2 inh = blocks PAM2 peptide binding to the PABP1 MLLE domain; P11940; GST-MLLE / FITC-PAM2 fluorescence polarization; inhibition, % at 20 µM; 360,000 tested, 0.36% active; AID 588489; in the data active means inhibition above about 35%, passing the limit was not always enough;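 further: plate controls were DMSO wells with GST-MLLE for no effect and wells lacking GST-MLLE protein for full effect; some results filed as inactive read as strong as hits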
# Neddylation inh = inhibitors of human cullin neddylation; P61081+Q13564; TR-FRET cullin neddylation, biochemical; calls only at 25 µM; 360,000 tested, 0.58% active; in the data active means inhibition above about 36%
# MsrA act = bovine methionine sulfoxide reductase A activation; activation, % at 10.6 µM; purified bovine MsrA, absorbance read-out; 360,000 tested, 0.3% active; AID 602163; in the data active means activation above about 7.5%;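 further: 0% = vehicle and 100% = reference activator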
# NRP1-CendR mod = modulators of CendR peptide binding to human neuropilin-1; inhibition, % at 25 µM; FAM-RPARPAR peptide binding to NRP-1, fluorescence polarization; 360,000 tested, 0.85% active; O14786;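 active means inhibition or corrected inhibition above about 18%, plus a signal ratio from 0.5 to 1.5, limit read from the data, passing the limit was not always enough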; further: strong numbers were not always called active
# Rin1-Abl PPI inh = human Rin1-Abl interaction inhibition. P00519+Q13671. TR-FRET Rin1/Abl binding, biochemical. inhibition, % at 7.35 µM. 360,000 tested, 0.4% active; in the data active means inhibition above about 5%, passing the limit was not always enough
# Target sequence (P00519 whole entry, looked up): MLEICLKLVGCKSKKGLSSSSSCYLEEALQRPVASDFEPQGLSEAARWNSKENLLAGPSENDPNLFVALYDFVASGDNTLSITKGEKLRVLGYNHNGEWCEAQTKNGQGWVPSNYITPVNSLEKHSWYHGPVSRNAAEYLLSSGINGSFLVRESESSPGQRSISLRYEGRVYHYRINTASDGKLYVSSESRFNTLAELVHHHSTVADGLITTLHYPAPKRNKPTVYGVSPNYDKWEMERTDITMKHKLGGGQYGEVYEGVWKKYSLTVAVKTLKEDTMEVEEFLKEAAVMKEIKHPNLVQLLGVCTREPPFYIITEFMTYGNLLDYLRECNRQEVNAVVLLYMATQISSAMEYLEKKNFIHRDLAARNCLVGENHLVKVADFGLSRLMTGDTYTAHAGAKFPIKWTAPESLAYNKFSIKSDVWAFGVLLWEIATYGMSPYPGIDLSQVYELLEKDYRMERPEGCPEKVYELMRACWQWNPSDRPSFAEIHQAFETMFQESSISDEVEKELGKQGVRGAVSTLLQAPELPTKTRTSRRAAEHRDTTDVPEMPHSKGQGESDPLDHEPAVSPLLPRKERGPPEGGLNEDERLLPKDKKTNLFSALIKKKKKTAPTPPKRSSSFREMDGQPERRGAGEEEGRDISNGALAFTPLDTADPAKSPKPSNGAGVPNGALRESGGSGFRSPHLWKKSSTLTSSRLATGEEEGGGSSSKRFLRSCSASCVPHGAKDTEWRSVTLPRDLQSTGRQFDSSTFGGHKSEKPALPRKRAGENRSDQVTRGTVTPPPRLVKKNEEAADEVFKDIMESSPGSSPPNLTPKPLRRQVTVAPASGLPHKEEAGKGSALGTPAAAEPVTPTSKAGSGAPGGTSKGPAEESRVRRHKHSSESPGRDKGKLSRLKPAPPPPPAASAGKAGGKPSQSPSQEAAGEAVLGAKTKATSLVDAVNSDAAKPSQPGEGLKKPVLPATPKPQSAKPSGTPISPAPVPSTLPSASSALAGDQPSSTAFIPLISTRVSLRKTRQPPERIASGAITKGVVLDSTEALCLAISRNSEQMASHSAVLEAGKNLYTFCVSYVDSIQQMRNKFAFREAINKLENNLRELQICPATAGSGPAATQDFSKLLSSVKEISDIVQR
# Target sequence (Q13671 whole entry, looked up): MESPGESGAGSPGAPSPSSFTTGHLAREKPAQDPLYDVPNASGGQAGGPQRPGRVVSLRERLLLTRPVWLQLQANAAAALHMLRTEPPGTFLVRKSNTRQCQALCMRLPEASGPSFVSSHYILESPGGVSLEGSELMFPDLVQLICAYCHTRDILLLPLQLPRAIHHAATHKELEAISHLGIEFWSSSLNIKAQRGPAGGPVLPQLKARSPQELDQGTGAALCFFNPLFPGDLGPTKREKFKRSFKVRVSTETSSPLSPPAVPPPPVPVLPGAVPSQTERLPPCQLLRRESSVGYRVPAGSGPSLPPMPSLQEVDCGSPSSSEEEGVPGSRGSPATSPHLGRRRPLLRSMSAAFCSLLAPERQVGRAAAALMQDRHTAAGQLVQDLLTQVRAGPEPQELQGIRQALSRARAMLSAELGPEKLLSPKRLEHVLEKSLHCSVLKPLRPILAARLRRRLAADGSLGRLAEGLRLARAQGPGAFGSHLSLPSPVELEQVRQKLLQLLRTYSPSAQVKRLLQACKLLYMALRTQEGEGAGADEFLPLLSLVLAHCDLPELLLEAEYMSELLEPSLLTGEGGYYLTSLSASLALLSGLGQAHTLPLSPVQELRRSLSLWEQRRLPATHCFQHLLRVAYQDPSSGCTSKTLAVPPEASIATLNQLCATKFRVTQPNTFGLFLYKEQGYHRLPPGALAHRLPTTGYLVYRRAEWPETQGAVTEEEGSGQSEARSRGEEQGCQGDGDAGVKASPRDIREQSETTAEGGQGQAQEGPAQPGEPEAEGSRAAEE
# MT1-MMP act inh = MT1-MMP (human) activation inhibition | GFP/RFP ratio change, % at 20 µM | 360,000 tested, 0.061% active | HT1080 RFP-PRO-GFP cells, GFP/RFP ratio fluorescence, overnight; percent of plate control window, DMSO zero | P50281;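 active means GFP/RFP ratio change of at least 30% with cell ATP level not reduced by more than half and red fluorescence within 50% of control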; further: strong numbers were not always called active
#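 Test system: HT1080 cells expressing an RFP-PRO-GFP fluorescent reporter construct / Compound dosing: single-point 20 µM compound, 1% DMSO / Schedule: cells overnight before dosing, compound overnight, 37 °C, 5% CO2 / Evaluation: GFP/RFP fluorescence ratio / Control set: DMSO and RFP-L50D-GFP cell wells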
# FAS-TE inh = FAS thioesterase (human) inhibition; recombinant FAS-TE, OMFH fluorogenic substrate, fluorescence endpoint; 360,000 tested, 0.67% active; inhibition, % at 15 µM; AID 602261; P49327;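 active means compounds whose normalised, plate-corrected inhibition of enzyme fluorescence in the single-dose primary screen is 50% or more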;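 further: 0% = DMSO with enzyme and 100% = substrate without enzyme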
# * = called active by the depositor; i = inactive; · = no result given.
SMILES,SKN-1 block,E coli Lon inh,MLLE-PAM2 inh,Neddylation inh,MsrA act,NRP1-CendR mod,Rin1-Abl PPI inh,MT1-MMP act inh,FAS-TE inh
O=C(/C=C/c1ccc(S(=O)(=O)N2CCOCC2)cc1)NCCc1ccc(C(F)(F)F)cc1,-1,5,7,i,-3,8,5,2,2
O=C(NCC1CCCO1)c1cccc(N2C(=O)C3C4C=CC(C4)C3C2=O)c1 (stereo not drawn),-1,1,-8,i,-2,5,1,-15,-8
CCCCn1c(N)c(N(CCC(C)C)C(=O)c2ccc([N+](=O)[O-])s2)c(=O)[nH]c1=O,-11,-4,-13,i,-3,-13,-1,-8,-17
CC(C)C[C@@H](CO)NC(=O)CC[C@H](NC(=O)OC(C)(C)C)C(=O)N(Cc1ccccc1)Cc1ccccc1,20,-4,-4,i,4,14,-2,-3,5
O=C(NN1C(=O)/C(=C/C=C/c2ccccc2)SC1=S)c1ccncc1,14,-66,-77,i,-3,-183,3,-35,2
COc1ccc2[nH]c3nc(SCC(=O)Nc4ccc5c(c4)OCO5)nnc3c2c1,-2,3,-3,i,-4,10,-1,7,-16
CSc1cccc(NC(=O)C2CCCN(S(C)(=O)=O)C2)c1 (stereo not drawn),10,-8,-10,i,-2,4,-5,0,-12
CCCN1CCN(S(=O)(=O)c2ccc3c(c2)NC(=O)C(C)C(=O)N3)CC1 (stereo not drawn),-11,-1,-1,i,2,-13,-1,2,-3
O=C(COC(=O)c1cccc(S(=O)(=O)N2CCc3ccccc32)c1)Nc1ccc(Cl)cn1,0,3,-2,i,-10,13,-5,0,4
O=C(Nc1cccnc1)C1CCCN1S(=O)(=O)c1ccc(Cl)c(Cl)c1 (stereo not drawn),3,4,2,i,-5,-11,5,5,0
O=C(CCC(=O)OCc1cccc(C(=O)Oc2ccccc2)c1)Nc1cccc2ccccc12,-3,-11,10,i,-8,12,5,-2,18
O=C1C=CC(=O)N1c1ccc(-c2nc3ccccc3o2)cc1,11,-14,4,i,-3,-24,2,3,11
Cc1c(C(=O)N2CCOCC2)sc(NC(=O)c2ccc3c(c2)OCO3)c1C#N,8,-35,-11,i,-5,2,1,-1,-9
O=C(Nc1ccccc1N1CCCCC1)c1cc(S(=O)(=O)N2CCOCC2)ccc1F,2,6,26,i,-5,4,-1,-4,34
Cc1ccc(-c2cnn(-c3cccc(C(F)(F)F)c3)c2N)cc1,-8,-3,5,i,-1,0,-4,2,7
Cc1ccc(C2CC(c3ccccc3OC(F)F)Nc3ncnn32)cc1 (stereo not drawn),1,-5,-6,i,-2,0,-1,-1,-3
COc1ccc(NC(=O)CCNC(=O)c2ccccc2)cc1S(N)(=O)=O,4,2,6,i,-2,-8,-2,-2,-4
O=C(CSc1nncs1)NC(=O)Nc1ccc2c(c1)OCCO2,-11,-3,4,i,-4,8,-1,4,-5
COc1ccc(NC(=O)CCS(=O)(=O)c2ccccc2)c(OC)c1,-8,4,-11,i,-4,-1,-3,3,-8
Cc1cc(C(=O)Nc2cnn(Cc3ccc(Cl)cc3Cl)c2)no1,12,12,-8,i,-2,0,-1,0,7
CCCCOc1ccc(C(=O)NCC(=O)NCC(c2ccc(OC)cc2)N2CCCC2)cc1 (stereo not drawn),0,2,-2,i,1,2,1,-2,-1
Cc1scc(C(=O)N/N=C/c2ccc([N+](=O)[O-])o2)c1C,6,-12,-15,i,3,-1,1,-2,1
COC(=O)c1ccc(NC(=O)CSc2nnc(C)n2CC2CCCO2)cc1 (stereo not drawn),7,2,-10,i,-1,-2,-1,2,-6
CCOC(=O)c1ccc(NC(=O)Cc2cccs2)cc1,19,-3,6,i,-3,5,-2,-1,0
COc1ccc(NC(=O)CCN2CCN(S(=O)(=O)c3ccc(F)cc3)CC2)cc1,16,0,2,i,-2,-5,3,0,-2

# Two compounds from above, showing only SKN-1 block, E coli Lon inh and MT1-MMP act inh.
Structure	SKN-1 block	E coli Lon inh	MT1-MMP act inh
COC(=O)c1ccc(NC(=O)CSc2nnc(C)n2CC2CCCO2)cc1 (stereo not drawn)	7	2	2
O=C(NCC1CCCO1)c1cccc(N2C(=O)C3C4C=CC(C4)C3C2=O)c1 (stereo not drawn)	-1	1	-15

# Further structures follow:
SMILES,SKN-1 block,E coli Lon inh,MLLE-PAM2 inh,Neddylation inh,MsrA act,NRP1-CendR mod,Rin1-Abl PPI inh,MT1-MMP act inh,FAS-TE inh
CC(C)C[C@@H](CN1CCCC1CN1C(=S)NC[C@@H]1Cc1ccccc1)N1C[C@H](Cc2ccc(O)cc2)N(CC2CCCCC2)C1=S (stereo partly drawn),2,-8,·,i,-3,-18,·,-1,-92
CC1(Cc2ccccc2C#N)C(=O)Nc2ccc(OC(F)(F)F)cc21 (stereo not drawn),23,1,-12,i,-1,1,-2,-1,1
O=C(NCCc1ccccc1)C1CCCN1C(=O)Nc1ccccc1 (stereo not drawn),6,-14,14,i,-1,19,3,-1,-3
CS(=O)(=O)N(CC(=O)N1CCc2ccccc2C1)Cc1ccccc1,0,-7,2,i,-1,6,0,-7,-2
Fc1ccc(CSc2ccc3nnc(-c4cccs4)n3n2)cc1,5,8,10,i,-6,-10,0,1,-2
CCOc1ccc(C(=O)NCC(=O)Nc2ccncc2)cc1OCC,10,-7,0,i,1,-4,0,-2,-5
CCOC(=O)N1CCN(C(=O)N2CCOCC2)CC1,-15,-1,-1,i,-7,12,-1,-4,-15
O=C(NCc1cccc(Cl)c1)c1cccnc1,-1,9,-9,i,-8,4,5,-3,-4
O=S(=O)(Nc1cccnc1)c1ccccc1,9,-6,-5,i,-3,-3,1,4,-3
COC(=O)Cc1nnc(SCC(=O)Nc2ccccc2)c2ccccc12,3,5,-2,i,-2,9,-4,-6,-1
CCOC(=O)c1c(NC(=O)COC(=O)Cn2c(C(F)(F)F)nc3ccccc32)sc(C)c1C,-3,-8,-11,i,-4,-4,-4,5,13
CN(C(=O)C(C)(C)C)C1c2c(ccc3ccccc23)OCC1CO (stereo not drawn),-14,-1,-7,i,0,0,3,-1,12
Cc1ccc(C(=O)NCCSCc2ccccc2)cc1[N+](=O)[O-],18,-2,15,i,-3,7,-1,5,37
CCCc1cc(=O)n2[nH]c(-c3ccc(Br)cc3)cc2n1,-24,-1,5,i,-3,2,1,3,-3
CC(=O)c1ccc(Nc2ccc([N+](=O)[O-])c3nonc23)cc1,15,-3,-93,i,3,-75,-18,-23,-4
Cc1cc(C(=O)CN2C(=O)NC3(CCCCC3)C2=O)c(C)n1Cc1ccc2c(c1)OCO2,-6,-7,-7,i,-1,3,2,3,4
CCCCC[C@H](C)N1C[C@@H](COCc2ccccc2)Oc2cc(N3CCC[C@H]3COC)ccc2S1(=O)=O,-4,8,·,i,0,7,·,-4,26
NNC(=O)c1ccc(-c2ccccc2F)cc1,-21,1,-1,i,-10,-6,2,7,1
CCC(C)n1c(=S)[nH]c2ccccc2c1=O (stereo not drawn),1,-4,-42,i,-8,28*,4,-1,1
COc1nc(Oc2ccc(/C=N/O)cc2)nc(N(C)C)n1,5,-8,-6,i,-6,15,4,0,-6
CCC(=O)N1CCN=C1SCc1ccc(Cl)cc1,-1,-7,17,i,-9,15,-1,-2,-2
CCc1cccc(C)c1NC(=O)COC(=O)c1cc([N+](=O)[O-])ccc1N1CCOCC1,-7,3,9,i,-2,12,-2,2,68*
Nc1cc2c(cc1Cl)-c1ccccc1C2=NO,20,4,-13,i,-11,-6,2,-7,-8
CCOc1ccc(NC(=O)CS(=O)CC(=O)NC2CCCc3ccccc32)cc1 (stereo not drawn),-5,-9,1,i,0,8,7,0,-8
CCOc1ccccc1CNS(=O)(=O)c1cnc[nH]1,-3,-1,3,i,-4,6,4,1,-12

# 4 entries from above in another layout:
# Each structure is followed by: SKN-1 block	E coli Lon inh	MLLE-PAM2 inh	Neddylation inh	MsrA act	NRP1-CendR mod	Rin1-Abl PPI inh	MT1-MMP act inh	FAS-TE inh
CCOC(=O)N1CCN(C(=O)N2CCOCC2)CC1
  -15	-1	-1	i	-7	12	-1	-4	-15
CCOc1ccccc1CNS(=O)(=O)c1cnc[nH]1
  -3	-1	3	i	-4	6	4	1	-12
COc1nc(Oc2ccc(/C=N/O)cc2)nc(N(C)C)n1
  5	-8	-6	i	-6	15	4	0	-6
O=S(=O)(Nc1cccnc1)c1ccccc1
  9	-6	-5	i	-3	-3	1	4	-3

# (listing goes on)
SMILES,SKN-1 block,E coli Lon inh,MLLE-PAM2 inh,Neddylation inh,MsrA act,NRP1-CendR mod,Rin1-Abl PPI inh,MT1-MMP act inh,FAS-TE inh
CN1CCN(c2nc(-c3ccc(Cl)c(Cl)c3)nc3ccccc23)CC1,-1,10,5,i,-2,3,-1,0,12
O=C(CN1CCc2ccccc2C1)N1CCN(S(=O)(=O)c2ccccc2)CC1,0,-3,-43,i,-1,9,6,2,1
CCCCNc1c(-c2cccc(Sc3ccc(OC)cc3)c2)nc2ccccn12,-5,1,-8,·,-8,7,4,2,27
O=C(CSc1ccccc1F)NCCCN1CCCC1=O,4,2,10,i,-8,0,6,2,-4
Cc1nn(C)cc1C1C2=C(CC(C)(C)CC2=O)OC2=C1C(=O)CC(C)(C)C2,9,-4,-10,i,-2,-3,1,-2,-7
COCCN(C(=O)COC(=O)/C=C/c1ccc(C)o1)c1c(N)n(Cc2ccccc2)c(=O)[nH]c1=O,5,-14,4,i,-2,-12,-1,-2,-6
CC1=CC=CN2CC(O)CN=C12 (stereo not drawn),23,7,4,·,0,-3,0,2,-8
O=C(Cc1cccc2ccccc12)Nc1ccc(OC(F)F)c(Cl)c1,4,3,-10,i,-3,16,-1,-5,37
Cc1cnc(NC(=O)C(C)N2CCN(C)CC2)s1 (stereo not drawn),3,-4,-6,i,-4,6,6.7*,-1,-8
O=C(O)C1CCCCC1C(=O)Nc1ccc(S(=O)(=O)N2CCCC2)cc1 (stereo not drawn),-9,-1,0,i,-1,10,0,-3,2
O=C(COC(=O)/C=C/c1cccc(Br)c1)NCCc1ccccc1,9,-10,-6,i,-1,2,1,2,10
O=C1c2ccccc2[C@@H]2C[C@H]3O[C@H]3CCN12,3,0,-36,i,-6,-12,1,2,-4
COc1ccc(C(=O)COC(=O)c2cc([N+](=O)[O-])ccc2N2CCOCC2)c(OC)c1,-16,-9,-8,i,-11,5,-3,-1,75*
CCOc1ncccc1C(=O)Nc1ccc(S(=O)(=O)Nc2nc(C)cc(C)n2)cc1,1,-2,-1,i,-1,-1,6,2,-6
Cc1ccccc1OCC(=O)NCCC(=O)O,14,-1,1,i,-1,0,0,1,-11
O=C(NCC1CCCO1)c1ccc(Cn2c(=S)[nH]c3ccccc3c2=O)cc1 (stereo not drawn),2,8,-107,i,-9,1,-1,-3,1
c1ccc(C2=Nc3c(ccc4ccccc34)C(c3ccncc3)=NN2)cc1,19,7,-9,i,-4,0,-3,-13,36
CCc1ccc(C(=O)NNc2ccc(Cl)cc2)cc1,7,2,4,i,-1,5,1,4,32
CCc1cc(OCCOCCN(C)C)ccc1Cl,-6,-6,-2,i,-2,-3,0,7,-9
COc1ccc(CCNS(=O)(=O)c2c(C)[nH]c(C)c2C(=O)N2CCCCC2)cc1OC,21,-5,-11,i,-1,-3,3,-3,-4
O=C(N/N=C/c1cccc2ccccc12)C(=O)N1CCCC1,21,-2,2,i,-2,8,-1,0,0
c1cc2c3c(cccc3c1)NC1(CCCCC1)N2,2,-3,-3,i,-3,-60,-8,6,-3
CC(=O)c1nn(-c2ccccc2)cc1C(=O)c1ccc(C)cc1,6,5,3,i,-7,-2,1,0,20
N#Cc1ccc(-c2nc3ccc(Cl)cn3c2Cc2ccsc2)cc1,20,13,12,i,-9,-3,3,-5,8
CC(=O)NC(NC(=S)Nc1cccc(Br)c1)C(Cl)(Cl)Cl (stereo not drawn),1,-7,26,i,-3,6,-3,2,9
CC(C)(C)N=C1NN=C(c2cc3ccccc3o2)CS1,14,1,34,i,-6,-7,-1,-29,-9
